Source: PubChem BioAssay
KKLEB tox – CF airway cell cytotoxicity counter-screen. activity change (cytotoxicity), % at 5 µM. 360,000 compounds, 0.36% hits. KKLEB CF airway cells viability, ATPlite luminescence, overnight; active compounds read low; cells stimulated with P. aeruginosa culture filtrate. AID 602141;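 active = corrected activity change at or below -50% at 5 µM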
HIF-2a block – HIF-2a inhibition | 360,000 compounds, 0.72% hits | inhibition, % at 18.8 µM | 786-0 RCC cells HIF-2a reporter, luciferase luminescence, overnight;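 active = inhibition of the luminescence signal of 40% or more relative to plate controls, in a single-dose primary screen at 18.75 µM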
iPSC survival up – enhancers of human iPSC single-cell survival; 360,000 compounds, 0.044% hits; hiPSC single-cell survival, ATPlite luminescence; 100% = ROCK inhibitor wells, 0% = DMSO; survival enhancement, % at 20 µM; in the data active = survival enhancement above about 18%;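 also: cells exposed to compounds for 16 hours before the ATP read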
MITF TRPM1 inh – inhibitors of MITF-driven TRPM1 promoter in melanoma cells. SK-MEL-5 TRPM1 promoter luciferase, 24 h. inhibition, % at 12.5 µM. 330,000 compounds, 0.83% hits. AID 488899;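 active = mean inhibition across replicates of 60% or more, whatever share of single replicates reaches that level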; also: values of inactives mirror those of a sister screen read the other way
TRAIL sens C8 – caspase-8 TRAIL sensitization. NB7+C8 cells + TRAIL, ATPlite viability luminescence. inhibition (viability loss, TRAIL sensitization), % at 10 µM. 360,000 compounds, 1% hits. AID 624354;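 active = compounds causing at least 50% loss of cell viability in the single-dose screen, relative to plate controls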
Peg3 promoter – inhibitors of Peg3 promoter; inhibition, % at 20 µM; HeLa PEG-Prom luciferase reporter, luminescence, overnight; 360,000 compounds, 1.7% hits; AID 588405;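 active = inhibition of at least 50% at 20 µM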
LMP1 NFkB inh – reduces LMP1-driven NF-kappaB luciferase signal. 350,000 compounds, 0.69% hits. AID 504558. LMP1-induced NF-kappaB luciferase reporter cells, luminescence. inhibition, % at 12.5 µM; in the data active = inhibition above about 41%;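 also: 0% = neutral control wells and 100% = reference inhibitor control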
NR2E3 ag-1 – agonists of human NR2E3 nuclear receptor; Q9Y5X4; CHO-S Gal4-NCOR/VP16-NR2E3 two-hybrid, luciferase; inhibition of corepressor binding, % at 3.98 µM; 360,000 compounds, 0.35% hits; AID 602229;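 active = inhibition above the mean of all tested compounds plus 3 SD, cut at about 70% in these data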;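 also: 0% = DMSO with NR2E3 transfected cells and 100% = cells lacking NR2E3 construct; higher means lower luciferase signal from less NR2E3 corepressor binding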
Target sequence (Q9Y5X4 whole entry, looked up, the tested form may be a part): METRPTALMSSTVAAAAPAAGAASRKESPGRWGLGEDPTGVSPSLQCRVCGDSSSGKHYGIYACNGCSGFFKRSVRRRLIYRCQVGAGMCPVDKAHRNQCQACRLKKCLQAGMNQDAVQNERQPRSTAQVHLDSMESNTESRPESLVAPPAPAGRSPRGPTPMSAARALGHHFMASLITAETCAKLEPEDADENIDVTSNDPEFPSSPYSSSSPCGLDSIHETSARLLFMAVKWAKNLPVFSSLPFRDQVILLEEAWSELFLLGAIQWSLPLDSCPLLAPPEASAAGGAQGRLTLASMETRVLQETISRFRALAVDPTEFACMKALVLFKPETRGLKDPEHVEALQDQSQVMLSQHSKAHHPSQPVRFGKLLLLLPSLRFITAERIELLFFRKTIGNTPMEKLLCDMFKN
CF NFkB block – inhibitors of cystic fibrosis induced NF-kB | KKLEB NF-kB-GFP reporter, PAF-induced, GFP fluorescence overnight | inhibition, % at 5 µM | 360,000 compounds, 0.86% hits | AID 588850;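 active = at least 50% inhibition at 5 µM, scaled per plate between neutral and stimulator controls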;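 also: PAF is a Pseudomonas aeruginosa culture filtrate used as stimulus; plate controls were PAF-stimulated DMSO wells for no effect and unstimulated DMSO wells for full effect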
NR2E3 ag-2 – NR2E3 (human) agonism; GST-NR2E3/biotin-RetCOR TR-FRET, 1536-well; inhibition of corepressor binding, % at 4.78 µM; 320,000 compounds, 0.12% hits; AID 2300;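 active = percent inhibition above the cutoff of mean plus 3 SD of all tested compounds, set per screening campaign, cut at about 20% in these data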;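 also: 0% = DMSO wells and 100% = biotin wells as full block of FRET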
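Test system: GST-NR2E3 and biotin-RetCOR proteins | Quantity: 1.35 nM GST-tagged NR2E3 final | Medium: Tris pH 7.5 | Also added: 7 nM biotin-RetCOR | Dosing: Compound at 4.8 µM, single dose | Timing: 5 h at 4 °C | Detection: Time-resolved FRET | Read-out basis: Percent inhibition | Benchmarks: Biotin wells as high control, 0.6% DMSO wells as low control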
Shn3 inh set2 – reduces Shn3 3'UTR luciferase signal in osteoblasts | Clone20 osteoblast Shn3 3'UTR firefly luciferase, 24 h | inhibition, % at 12.5 µM | 360,000 compounds, 0.52% hits;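 active = mean inhibition of at least 75% with every replicate also reaching 75%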;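 also: 0% = median of neutral control wells and 100% = pilot-screen positive control compound; some compounds past the cut are filed as inactive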
The depositor's hits bear a star; · = not tested or not shown. Some of the compounds tested. The share of hits here may be higher or lower than overall.

SMILES	KKLEB tox	HIF-2a block	iPSC survival up	MITF TRPM1 inh	TRAIL sens C8	Peg3 promoter	LMP1 NFkB inh	NR2E3 ag-1	CF NFkB block	NR2E3 ag-2	Shn3 inh set2
O=C(COc1cccnc1[N+](=O)[O-])N1CCN(S(=O)(=O)c2ccccc2)CC1	10	17	-0.3	-3	-12	2	10	-14	-4	2	-21
COc1ccc(NC(=S)NCCN2CCOCC2)c(OC)c1	-2	7	-1.3	-7	-3	19	-4	-2	-13	3	11
C1CCCC(NC2=NCCO2)CCC1	9	1	-0.3	-14	7	-10	8	-15	-5	-3	-12
Cc1ccc(-n2nnc(-c3cc4ccccc4n3C)n2)cc1	-10	-184	-2.6	-72	39	-213	-56	-50	-11	3	-159
CC1=NOC2(C1)/C(=N/O)CCC/C2=N\O (configuration not stated)	2	-10	-0.8	0	-12	6	1	12	6	2	-19
O=C(Nc1nnc(C2=COCCO2)o1)c1cccc(C(F)(F)F)c1	1	7	0.0	14	24	-6	-4	-8	5	2	4
O=C(COC(=O)c1ccccc1Br)Nc1cccnc1Cl	9	2	-2.9	-11	14	-7	-3	3	-12	·	-1
O=C(/C=C/c1cccs1)NC1CCS(=O)(=O)C1 (configuration not stated)	-6	5	-0.9	·	-7	2	·	-1	10	3	-1
CCN1CCCC1CNC(=O)c1cc2c(C)nc3ccccc3c2o1 (configuration not stated)	-13	3	0.6	1	9	15	-22	17	7	-1	24
Cc1cccc(NC(=O)c2cc(=O)c3ccccc3o2)n1	19	-187	-0.6	-46	-6	-169	-10	-37	-13	5	-47
O=C(CCNC(=O)c1ccc(Cl)cc1)Nc1cccc(S(=O)(=O)N2CCCCCC2)c1	15	9	1.0	20	5	20	7	11	-26	1	18
CCOC(=O)c1c(S(=O)(=O)N2CCN(C3CCCCC3)CC2)c(C)n(C)c1C	9	-6	0.2	-7	1	2	-13	19	13	7	-18
Cc1ccccc1CC1(CO)CCCN(C(=O)CCC(=O)c2ccccc2)C1 (configuration not stated)	5	-82	0.0	-19	7	-28	0	-29	8	1	-3
O=Cc1cn(CC(=O)NCC2CCCO2)c2ccccc12 (configuration not stated)	6	7	-1.5	-1	-10	2	-11	-1	-29	-2	0
O=C(Cn1ccc2ccccc2c1=O)NCCC(=O)Nc1ccc(F)cc1F	8	11	-0.4	17	1	11	3	-7	-6	3	-8
COC(=O)c1cccc(NC(=O)C(C)N2C(=O)c3ccccc3C2=O)c1 (configuration not stated)	4	10	0.7	-6	-4	-3	-5	5	-3	-2	6
COc1ccc(O)c(-c2[nH]ncc2C(=O)c2ccccc2)c1	-1	24	-1.2	-6	10	13	6	-33	40	2	3
CCc1ccc(NC(=O)c2cc(C)on2)cc1	-2	-90	-3.8	-79	26	-113	11	-105	4	-5	-48
CCc1cccc(OC2OC(CO)C(O)C(O)C2NC(C)=O)c1 (configuration not stated)	18	8	-0.3	-8	0	9	-2	2	-7	0	11
COc1cccc(OCC(O)CN2CC(C)CC(C)C2)c1 (configuration not stated)	7	11	-2.2	8	-18	5	-2	8	0	4	-16

Entries of single compounds as entered above. Order of values: KKLEB tox | HIF-2a block | iPSC survival up | MITF TRPM1 inh | TRAIL sens C8 | Peg3 promoter | LMP1 NFkB inh | NR2E3 ag-1 | CF NFkB block | NR2E3 ag-2 | Shn3 inh set2
Cc1cccc(NC(=O)c2cc(=O)c3ccccc3o2)n1 is listed as 19 | -187 | -0.6 | -46 | -6 | -169 | -10 | -37 | -13 | 5 | -47
O=C(CCNC(=O)c1ccc(Cl)cc1)Nc1cccc(S(=O)(=O)N2CCCCCC2)c1 is listed as 15 | 9 | 1.0 | 20 | 5 | 20 | 7 | 11 | -26 | 1 | 18
Cc1ccc(-n2nnc(-c3cc4ccccc4n3C)n2)cc1 is listed as -10 | -184 | -2.6 | -72 | 39 | -213 | -56 | -50 | -11 | 3 | -159
O=Cc1cn(CC(=O)NCC2CCCO2)c2ccccc12 (configuration not stated) is listed as 6 | 7 | -1.5 | -1 | -10 | 2 | -11 | -1 | -29 | -2 | 0

Next records
SMILES	KKLEB tox	HIF-2a block	iPSC survival up	MITF TRPM1 inh	TRAIL sens C8	Peg3 promoter	LMP1 NFkB inh	NR2E3 ag-1	CF NFkB block	NR2E3 ag-2	Shn3 inh set2
CCN(CC(=O)Nc1c(F)cccc1F)C(=O)Cc1n[nH]c(=O)c2ccccc12	-6	12	-0.3	-10	-7	22	-7	-1	-4	-3	-1
O=C(CSc1ccc(F)cc1)NC12CC3CC(CC(C3)C1)C2	-20	-122	-0.4	-25	-9	-87	-10	-29	5	4	2
Cc1ccc(S(=O)(=O)N2CCN(C(=O)CN3C(=O)NC4(CCCC4)C3=O)CC2)c(C)c1	1	8	0.1	5	13	16	-5	-9	-20	1	6
CCCCC(=O)N(CCOC)c1nnc(-c2ccccc2C)s1	5	8	2.6	-10	8	5	-5	-4	8	4	10
COc1ccc2[nH]c(C)c(CCNC(=S)Nc3cccc(C)c3)c2c1	-12	-1	-0.9	-5	-3	-7	-5	-9	19	2	6
CS(=O)(=O)N1CCC(C(=O)Nc2ccc(Cl)cc2)CC1	17	14	-0.8	3	-6	4	-2	-13	6	9	-3
O=C(C[C@H]1C/C=C\CC[C@@H](Cc2ccc(F)cc2)C(=O)O[C@H](c2ccccc2)CNC1=O)N[C@H](CO)Cc1ccccc1	-41	4	0.2	3	12	81*	-1	0	11	·	-10
COc1ccccc1CNc1ncc(-c2ccccc2)n1C	-9	-58	0.1	-21	-4	-54	-7	-40	7	·	-26
COc1cc(C(=O)NNC(=O)COc2cccc(F)c2)ccc1OCC(=O)N1CCOCC1	9	2	0.5	8	0	8	4	-3	-11	1	-3
COc1ccc2cc(CN(CC3CCCO3)S(=O)(=O)c3ccccc3)c(=O)[nH]c2c1 (configuration not stated)	12	-106	-1.8	2	-5	-3	-3	-58	-27	2	7
COCCNc1ncnc2c1ncn2[C@H]1CN(Cc2ccc(F)cc2)C[C@@H](CO)O1	2	4	3.9	·	-6	4	·	-23	-1	·	-17
Cc1ccc(C(c2nnnn2CS(=O)(=O)c2ccc(C)cc2)N2CCC(C)CC2)cc1 (configuration not stated)	-4	19	-0.4	6	6	7	-3	-10	5	3	5
CC1Cc2ccccc2C(CCc2ccccc2)=N1 (configuration not stated)	4	11	-0.8	1	-15	0	-1	-18	0	0	-7
CS(=O)(=O)N1CCC(C(=O)O)CC1	8	21	1.1	1	-4	-3	2	8	-18	1	1
Cc1cc(C)cc(OCC(=O)NCC2CCCO2)c1 (configuration not stated)	0	52*	4.6	9	-11	45	20	24	13	0	51
CCn1nc(C)c(CNC(=O)c2ccc(OC3CCN(Cc4ccccn4)CC3)cc2)c1C	2	9	-0.4	40	25	15	20	79*	-12	·	65
Cc1ccc(CSc2nc3ccccc3c(=O)n2CCCC(=O)NCc2ccco2)cc1	-46	8	2.3	-4	19	20	-19	-15	38	4	-38
CN(CCc1ccccn1)C(=O)CCC1CCCN(C(=O)c2ccccn2)C1 (configuration not stated)	2	13	-0.4	7	2	-7	-15	10	-2	0	6
O=C(CSc1ccc(C(F)(F)F)cc1[N+](=O)[O-])Nc1ccccc1	5	-67	0.1	7	3	-45	-9	-21	5	-1	13
CCCCn1c(N)c(N(CC(C)C)C(=O)c2cc3c(s2)CCCCC3)c(=O)[nH]c1=O	8	-29	-0.5	-10	4	-33	-1	-21	4	4	-77
O=C(Oc1ccccc1C(=O)Nc1ccccc1)c1ccccc1Br	-46	-116	0.4	-4	50	-94	10	-48	62*	7	-45
CCC1CCCCN1C(=O)CCc1nnc(Cc2cc(OC)ccc2OC)o1 (configuration not stated)	16	-196	-0.6	-45	6	-118	-30	-82	-20	2	·
COCCC(=O)N1CCC(Oc2ccc(C(=O)N3CCCC(COC)C3)cc2)CC1 (configuration not stated)	-1	8	-0.2	-8	1	4	2	-17	-30	·	-4
CCO[C@H]1OC(C(=O)N2CCOCC2)=C[C@@H](c2cn(C(C)=O)c3ccccc23)[C@@H]1CCCO	-6	3	3.0	13	2	8	12	-1	1	4	-5
O=C(CSc1ccc2ccccc2n1)N/N=C/c1ccc(O)cc1	-9	-16	1.2	-15	3	-58	-4	-42	6	0	12
Cc1cc2cc(CN(CCCN3CCOCC3)C(=O)NC3CCCCC3)c(=O)[nH]c2cc1C	12	15	1.2	13	0	19	-11	-17	2	2	7
Cc1cc(C)n(-c2nc3c(c(=O)[nH]c(=O)n3C)n2CCc2ccccc2)n1	5	15	5.9	15	-2	15	-1	-18	-10	4	14
Cc1ccc(O)c(C2=NCCNC(C(F)(F)C(F)F)=C2)c1	3	16	-0.3	-1	-6	12	-5	1	-4	3	0
Cc1ccc(N(C(C)C(=O)O)S(=O)(=O)c2c(C)[nH]c(=O)[nH]c2=O)cc1 (configuration not stated)	-7	5	5.9	4	-4	-1	2	10	5	-3	16
COC(=O)c1sccc1S(=O)(=O)Nc1ccc(Cl)cc1	1	26	0.4	-21	1	20	4	0	12	-1	-14
CCCCc1ccc(C(=O)NC(C(=O)O)C(C)C)cc1 (configuration not stated)	-8	-12	-1.2	1	4	8	-1	-5	2	2	-4
S=C(Nc1cccc2ccccc12)NC1CCCCC1	-12	-238	-1.9	-5	1	-144	-22	-74	11	0	-5
Cc1cccnc1C(NC(=O)C1CCN(Cc2cn(C)c3ccccc23)CC1)c1ccc(Cl)cc1 (configuration not stated)	-26	2	-4.6	·	12	105*	·	25	34	·	7
COCC(C)Nc1ccc(S(=O)(=O)N2CCCC2)cc1[N+](=O)[O-] (configuration not stated)	0	10	-0.2	-8	-19	1	-7	-9	18	-3	-2
COC(=O)c1ccc(C(=O)OC)c(NC(=S)N2CCCCC2)c1	-7	6	-1.4	-7	-40	12	-2	-4	15	1	-3
O=C(CN1CCN(C2CCCCC2)CC1)Nc1ccccc1N1CCCCC1	11	18	1.2	-4	-6	7	-4	-10	-3	2	28
Cc1nn(-c2ccccc2)c(C)c1C(=O)OCC(N)=O	-4	-2	-1.2	-10	4	-9	2	-27	9	-1	2
Cc1ccc(-c2csc(NCCn3c(C)nc4cc(C(F)(F)F)ccc43)n2)cc1	-2	-4	2.6	0	-4	-1	-7	-26	-24	·	-35
CC(C)c1ccccc1OCC(=O)NN1C(=O)c2ccccc2C1=O	-5	15	-0.3	10	-2	15	4	-53	-11	1	-16
COc1cc(Cl)ccc1OC1(C)CCN(Cc2ccc(SC)cc2)C1 (configuration not stated)	5	-7	-3.1	·	14	-8	·	-22	-16	·	18
O=C(Nc1nc(-c2ccc(-c3ccccc3)cc2)cs1)C1=COCCO1	3	-66	1.3	8	-6	11	4	-6	11	-2	-17
COc1ccc(N/C=C(\[N+](=O)[O-])S(=O)(=O)c2ccccc2)cc1	4	18	1.0	-2	-19	15	-8	3	-15	1	-16
CC(C)OC(=O)CSc1nc(C(C)C)nc2ccccc12	14	12	-1.0	9	-1	4	-2	4	-7	-2	6
CSc1nc(Cl)cc(Nc2ccc(O)cc2)n1	-3	-138	-0.7	-22	-4	-69	-12	-97	12	0	-50
Cc1sc2ncn(CC(=O)NCC(=O)N(C)Cc3ccccc3)c(=O)c2c1C	-10	-10	0.7	1	-12	-5	-3	1	14	-3	-12
